Screening results deposited in PubChem by Sanford-Burnham Center for Chemical Genomics.
tim10-1 inh: growth inhibitors of tim10-1 mutant yeast. S. cerevisiae tim10-1 ts strain growth, BacTiter-Glo, 24 h. inhibition, % at 20 µM. 330,000 tested, 2.2% active;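 active = inhibition of at least 40%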;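 note: mutant grown at 25 °C; 0% = DMSO wells with yeast and 100% = wells holding no yeast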
NLRP3 yeast inh: blocks the NALP3 inflammasome reconstituted in yeast | Yeast reconstituted NLRP3/ASC/caspase-1, beta-gal luminescence, 24 h | inhibition, % at 10 µM | 330,000 tested, 0.39% active;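 active = inhibition of 50% or more; inactive = inhibition below 50%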;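 note: plate controls were induced DMSO wells for no effect and uninduced yeast grown without galactose for full effect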
tim23-1 inh: inhibits growth of tim23-1 mutant yeast; S. cerevisiae tim23-1 growth, BacTiter-Glo luminescence, 24 h; inhibition, % at 20 µM; 330,000 tested, 1.3% active; AID 463212;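 active = growth inhibition of the mutant yeast at or above 50%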;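 note: temperature-sensitive mutant grown at 25 °C; plate controls were DMSO-treated mutant yeast for no effect and medium wells lacking yeast for full effect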
MPTP block: blocks calcium-induced mitochondrial swelling | isolated mouse mitochondria, Ca2+ swelling absorbance, 30 min | inhibition, % at 10 µM | AID 602449 | 360,000 tested, 1.4% active;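 active = inhibition of 50% or more, scaled per plate between neutral and stimulator controls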;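 note: 0% = DMSO wells given calcium and 100% = 1 mM EGTA wells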
MIN6 prolif: induces beta-cell replication in MIN6 cells | AID 2380 | proliferation, % at 10 µM | 330,000 tested, 0.29% active | MIN6 cells proliferation, ATPlite luminescence, 48 h; cells starved in 0.2% serum; 100% = growth in 10% serum;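 active = compounds whose signal lies at least 3.5 SD above the mean of all wells on their plate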;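 note: 0% = DMSO-treated cells in low-serum medium and 100% = 10% serum control; some compounds called inactive have numbers as strong as hits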
TIM10 inh: inhibits growth of TIM10 yeast strain | inhibition, % at 10 µM | S. cerevisiae TIM10 strain growth, BacTiter-Glo luminescence, 24 h | 330,000 tested, 1.4% active;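 active = inhibition of 40% or more at the single tested concentration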;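 note: wild-type TIM10 isogenic control strain grown at permissive 25 °C; 0% = DMSO yeast wells and 100% = minimal medium wells without yeast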
NR3A LBD binder: NR3A (human) ligand-binding domain modulation; NR3A LBD differential scanning fluorimetry, Tm shift; 0% = protein alone, 100% = glycine-bound protein; Tm shift relative to glycine control, % at 25 µM; 340,000 tested, 2.5% active; AID 1259313;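 active = melting temperature shift of at least 10% of the positive control shift, at one fixed dose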
APJ antagonist: antagonists of human APJ apelin receptor | P35414 | CHO-K1 APJ beta-arrestin complementation, luminescence | inhibition, % at 20 µM | 330,000 tested, 0.32% active;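 active = inhibition above about 40% at 20 µM, limit read from the data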;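 note: cells challenged with 10 nM apelin-13 agonist together with compound; plate controls were apelin-13 plus DMSO wells for no effect and DMSO wells lacking apelin-13 for full effect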
Target sequence (P35414 whole entry, looked up): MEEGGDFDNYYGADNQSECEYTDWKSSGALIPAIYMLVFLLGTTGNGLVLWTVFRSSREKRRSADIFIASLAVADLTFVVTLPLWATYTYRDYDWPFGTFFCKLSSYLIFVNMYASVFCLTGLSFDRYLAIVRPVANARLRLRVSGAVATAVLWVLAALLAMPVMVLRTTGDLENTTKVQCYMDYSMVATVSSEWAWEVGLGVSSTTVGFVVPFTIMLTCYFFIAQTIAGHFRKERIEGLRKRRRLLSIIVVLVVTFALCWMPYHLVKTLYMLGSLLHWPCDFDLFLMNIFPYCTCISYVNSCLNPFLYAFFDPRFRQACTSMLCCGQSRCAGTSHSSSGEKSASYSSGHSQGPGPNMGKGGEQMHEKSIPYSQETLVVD
APJ agonist: activates the human apelin receptor APJ | CHO-K1 APJ PathHunter beta-arrestin, luminescence; 0% DMSO wells, 100% apelin | activation, % at 20 µM | 330,000 tested, 0.11% active | AID 2520;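 active = activation more than six SD over the plate average, tested at 20 µM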;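 note: 0% = DMSO alone and 100% = apelin-13 at 10 nM; some results filed as inactive read as strong as hits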
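system = engineered CHO-K1 APJ arrestin reporter cells | input = 1000 cells per well | timing = overnight seeding, 90 min compound at 25 °C, 1 h detection | measured by = enzyme-fragment complementation luminescence | read-out = beta-arrestin recruitment to APJ as agonist activity, luminescent signal | control set = negative DMSO alone, positive Apelin-13 at 10 nM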
Numbers without * were called inactive; & = joins results of further samples.

No.	smiles	tim10-1 inh	NLRP3 yeast inh	tim23-1 inh	MPTP block	MIN6 prolif	TIM10 inh	NR3A LBD binder	APJ antagonist	APJ agonist
1	Cc1cccc(N(CC(=O)NC(C)(C)C)C(=O)CNC(=O)c2cccs2)c1	30	4	10	-0.2	-5	8	-2	-21	-3
2	COc1cc2c(cc1OC)C(c1ccc(O)cc1)NCC2 (stereo unspecified)	9	6	14	1.3	-1	1	-2	17	-3
3	O=C(/C=C/c1ccc([N+](=O)[O-])cc1)N(c1ccccn1)C1CCCCC1	27	5	28	2.1	-4	14	0	-4	1
4	O=C(CN1CCN(c2nc(-c3ccccc3)cs2)CC1)NCc1ccc2c(c1)OCO2	31	17	9	-3.1	-4	18	7	19	-4
5	C[C@H](C(=O)CC(=O)OC(C)(C)C)[C@H](O)c1ccccc1	1	6	2	-2.2	2	9	0	-64	7
6	CCOc1ccc(C(=O)CCC(=O)Nc2ncccc2O)cc1	-15	15	-9	-0.2	-3	-6	0	-6	0
7	CCOc1ccc(C(=O)NC(C)CCc2ccccc2)cc1 (stereo unspecified)	2	27	13	-0.8	-3	-4	0	2	-3
8	CC(=O)Nc1ccccc1OCc1cnc(Cl)s1	0	28	-12	-0.2	-3	-4	0	15	-2
9	Cc1ccc(S(=O)(=O)NCC2CCC(C(=O)NCCCN3CCCC3=O)CC2)cc1 (stereo unspecified)	22	-1	17	-1.7	-1	5	1	-13	-1
10	CN(Cc1cccc(Cl)c1Cl)C(=O)CCNC(=O)c1ccco1	11	13	17	-1.7	0	2	-1	0	-7
11	CCOc1ccc(C2CC(=O)NC3=C2C(=O)CCC3)cc1Cl (stereo unspecified)	-3	21	-3	-2.8	-2	-8	1	-16	-2
12	CSCCC(NC(=O)c1ccc(Cl)cc1Cl)C(=O)N1CC(C)OC(C)C1 (stereo unspecified)	-17	-1	-13	0.6	-1	-21	3	-22	-3
13	C=CCNS(=O)(=O)NC(=O)C1=C(N2CCCC2)COC1=O	-1	2	6	-0.8	-2	-2	1	16	-3
14	COc1ccc(N2CCN(S(=O)(=O)c3cccc(C(F)(F)F)c3)CC2)cc1	0	2	11	3.2	-4	-1	1	12	0
15	COc1cccc2cc(C(N)=O)oc12	6	-7	11	-1.3	-1	2	-1	3	-1

7 compounds drawn at random from the list so far:
No.	smiles	tim10-1 inh	NLRP3 yeast inh	tim23-1 inh	MPTP block	MIN6 prolif	TIM10 inh	NR3A LBD binder	APJ antagonist	APJ agonist
15	COc1cccc2cc(C(N)=O)oc12	6	-7	11	-1.3	-1	2	-1	3	-1
13	C=CCNS(=O)(=O)NC(=O)C1=C(N2CCCC2)COC1=O	-1	2	6	-0.8	-2	-2	1	16	-3
4	O=C(CN1CCN(c2nc(-c3ccccc3)cs2)CC1)NCc1ccc2c(c1)OCO2	31	17	9	-3.1	-4	18	7	19	-4
2	COc1cc2c(cc1OC)C(c1ccc(O)cc1)NCC2 (stereo unspecified)	9	6	14	1.3	-1	1	-2	17	-3
3	O=C(/C=C/c1ccc([N+](=O)[O-])cc1)N(c1ccccn1)C1CCCCC1	27	5	28	2.1	-4	14	0	-4	1
9	Cc1ccc(S(=O)(=O)NCC2CCC(C(=O)NCCCN3CCCC3=O)CC2)cc1 (stereo unspecified)	22	-1	17	-1.7	-1	5	1	-13	-1
12	CSCCC(NC(=O)c1ccc(Cl)cc1Cl)C(=O)N1CC(C)OC(C)C1 (stereo unspecified)	-17	-1	-13	0.6	-1	-21	3	-22	-3

(listing goes on)
No.	smiles	tim10-1 inh	NLRP3 yeast inh	tim23-1 inh	MPTP block	MIN6 prolif	TIM10 inh	NR3A LBD binder	APJ antagonist	APJ agonist
16	CCOC(=O)C1CCCN(C(=O)c2cccc(S(=O)(=O)N3CCCC3)c2)C1 (stereo unspecified)	9	13	-1	0.2	4	0	0	9	-3
17	O=C(NCc1cccc(F)c1)c1cccc2c1C(=O)c1ccc(N3CCCC3)cc1S2(=O)=O	11	21	22	1.1	-3	2	-1	5	4
18	Cc1cc(N)c2cc(NC(=O)/C=C/c3ccccc3Cl)ccc2n1	40	7	7	15	-6	-9	18*	-30	6
19	CC1(OC(=O)CCc2ccccc2)C(=O)C=C2C=C(c3ccc(C#N)cc3)N(CCc3c[nH]c4ccccc34)C=C2C1=O (stereo unspecified)	9	14	20	-1.5	-3	7	-5	-124	13
20	COc1cc(OC)cc(C(=O)Nc2nc(CC(=O)NCCc3ccccc3)cs2)c1	-1	-1	13	-0.3	3	7	1	9	3
21	COC(=O)c1sc(S(=O)(=O)Nc2ccc(C)c(C)c2)c(C(=O)OC)c1C	33	4	24	0.3	-3	12	-11	15	0
22	CSc1nnc(NC(=O)c2ccco2)s1	-1	26	13	-0.3	0	-7	1	18	3
23	COc1cc(C(=O)N=c2sccn2C)c([N+](=O)[O-])cc1OC	3	13	4	0.5	0	11	2	-1	-1
24	CCCCSc1nnc2nc(C)cc(C)n12	12	13	0	-0.4	-3	-22	-1	17	-2
25	O=C(N/N=C/c1cccc([N+](=O)[O-])c1)c1ccc2c(c1)OCCO2	3	10	10	-0.2	-4	30	-10	-13	-1
26	COc1ccc(S(=O)(=O)N2CCN(c3ccc(C)cc3C)CC2)cc1OC	27	26	26	57*	-6	7	0	9	-4
27	COc1ccc(NC(=O)C2CCCN2c2nn3c(=O)cc(C)nc3s2)cc1 (stereo unspecified)	2	8	4	0.0	-1	-4	-1	-16	-3
28	O=C(COC(=O)c1cc([N+](=O)[O-])ccc1NCCO)NCc1cccs1	-2	19	7	0.2	-3	1	0	17	-3
29	O=S(=O)(NC(=NC1CCCCC1)c1ccccc1)c1ccccc1	5	3	5	-0.3	4	6	0	-31	-5
30	Cc1nc(Cl)c2c(n1)NC(=O)CO2	-12	13	-11	1.3	-1	-10	1	10	-5

The closing two records of the part before open the next one.
No.	smiles	tim10-1 inh	NLRP3 yeast inh	tim23-1 inh	MPTP block	MIN6 prolif	TIM10 inh	NR3A LBD binder	APJ antagonist	APJ agonist
29	O=S(=O)(NC(=NC1CCCCC1)c1ccccc1)c1ccccc1	5	3	5	-0.3	4	6	0	-31	-5
30	Cc1nc(Cl)c2c(n1)NC(=O)CO2	-12	13	-11	1.3	-1	-10	1	10	-5
31	C=C(C)c1nc(N)nc(N)n1	14	26	16	-0.7	0	3	-1	12	-2
32	CCN1CCN(Cc2ccc(NC(=O)c3cc(NC(=O)C(=O)c4c[nH]c5ccccc45)cc(OC)c3)cc2C(F)(F)F)CC1	2	24	4	-0.7&12	-9	7	-18	20	15
33	C=C(C)c1cccc(C(C)(C)NC(=O)N2CCC(C)CC2)c1	23	25	29	-1.1	1	13	0	-12	-1
34	Cn1c(N)c(C(=O)CCl)c(=O)n(Cc2ccccc2)c1=O	33	18	9	-2.2	-1	10	0	0	-1
35	Cc1cc(C)c(S(=O)(=O)N2CCCC(C(=O)N3CCCC3)C2)c(C)c1 (stereo unspecified)	12	15	19	-0.4	-2	-9	1	-18	-4
36	Cc1ccc(S(=O)(=O)N2CC(O)CC2C(=O)OCC(=O)Nc2ccc([N+](=O)[O-])cc2C(F)(F)F)cc1C (stereo unspecified)	-10	0	-4	-0.2	0	0	-2	-21	2
37	CCOC(=O)N1CCN(C(=O)c2ccc3c(c2)NC(=O)C(N2CCOCC2)S3)CC1 (stereo unspecified)	-9	-3	1	-6.0	-2	7	2	-3	-2
38	O=C(CCC(=O)N1CCOc2ccccc21)NCCCN1CCN(Cc2ccccc2)CC1	0	17	10	-2.6	-3	2	-2	-8	-1
39	O=C(NCc1ccc(F)cc1)C(c1ccncc1)N(C(=O)c1csnn1)C1CC1 (stereo unspecified)	3	-4	0	-0.7	3	-5	-1	6	2
40	Cc1cccc(C(=O)NCCN(C)C)c1	-12	-14	1	-1.4	-1	-5	0	13	-2
41	O=C(O)C(CCCCNS(=O)(=O)c1ccc(F)cc1)NS(=O)(=O)c1ccc(F)cc1 (stereo unspecified)	5&23	-2&26	8&16	0.7&-3.6	-1&0	3&-19	3&0	-1&2	0&1
42	COc1ccc(-n2c(C)ccc2C)c([N+](=O)[O-])c1	21	-4	2	-0.6	-2	18	0	-4	0
43	CCOC(=O)c1oc2c(CN3CCCCC3C)c(O)ccc2c(=O)c1-c1ccc(OC)c(OC)c1 (stereo unspecified)	7	8	7	0.0	-1	14	-1	10	-5
44	O=C(COc1ncnc2ccc(Br)cc12)Nc1ccc(N2CCOCC2)cc1	-17	-2	2	0.8	-2	-4	0	-9	1
45	Cc1ccc(CNC(=O)C2c3ccccc3C(=O)N3CCc4ccccc4C23)o1 (stereo unspecified)	21	4	7	-0.1	4	13	2	10	-3
46	CN(CCOc1ccc(CC2SC(=O)NC2=O)cc1)c1ccccn1 (stereo unspecified)	-2	10	12	3.2&-3.2	-2	-5	1&8	12	-1
47	O=C(CCCCC(=O)NNC(=O)COc1ccccc1)NNC(=O)COc1ccccc1	-4	12	-2	-0.1	-2	6	1	5	1
48	CCc1ccc(-c2cc(C(=O)N3N=C(C(F)F)CC3(O)C(F)F)c3ccccc3n2)cc1 (stereo unspecified)	40	-18	54*	84*	-6	48*	22*	12	-2
49	Cc1cc(C)n2nc(C(=O)OCC(=O)c3ccc(F)cc3)nc2n1	8	3	13	-0.3	-2	3	5	-8	-9
50	COc1ccc(S(=O)(=O)n2nc(-c3ccc(Cl)cc3)cc2N)cc1OC	19	15	24	2.1	-5	11	14*	3	-3
51	NS(=O)(=O)c1cc(C(=O)Nc2ccc3c(c2)OCCCO3)ccc1Cl	5	24	-4	-2.9	-2	8	2	3	-2
52	Cc1cccc[n+]1CC(=O)Nc1ccc([N+](=O)[O-])cc1Cl	5	14	-17	3.5	2	-25	1	11	-4
53	NC(=O)c1ccccc1N(Cc1ccccc1)S(=O)(=O)c1ccccc1	3	14	-2	-0.1	-3	2	-2	3	-2
54	COc1ccc(-c2nnn(CC(=O)NCCc3c[nH]c4ccccc34)n2)cc1OC	-6	4	-11	4.4	-3	1	-4	2	-3
55	COc1ccc(NC(=O)CS(=O)(=O)c2ccc(F)cc2)cc1	-11	18	0	-0.5	-3	6	1	18	-4
56	CCc1ccc(C(=O)NCc2ccc(Cl)cc2)cc1	-14	19	6	2.1	0	-10	5	-7	-1
57	CCNC(=S)NNC(=O)c1c(Cl)c(C)nn1C	1	6	10	0.8	1	-2	-1	-3	-1

An unsorted share of the library. About 7.2% of those tested had a hit in this group.
